# SENP1 inh: human SENP1 catalytic domain inhibitors, primary screen, biochemical, FRET, uHTS; 360,000 compounds, 0.21% hits; recombinant SENP1 catalytic domain, CyPet-SUMO1-YPet FRET cleavage; inhibition, % at 10 µM;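 active = inhibition at least 30% at 10 µM, raw YFP signal under a set limit, fluorescence ratio 0.5 to 1.5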;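 note: 0% = enzyme with DMSO and 100% = no enzyme wells; some results filed as inactive read as strong as hits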
# Target sequence (Q9P0U3 419-644 limits assumed): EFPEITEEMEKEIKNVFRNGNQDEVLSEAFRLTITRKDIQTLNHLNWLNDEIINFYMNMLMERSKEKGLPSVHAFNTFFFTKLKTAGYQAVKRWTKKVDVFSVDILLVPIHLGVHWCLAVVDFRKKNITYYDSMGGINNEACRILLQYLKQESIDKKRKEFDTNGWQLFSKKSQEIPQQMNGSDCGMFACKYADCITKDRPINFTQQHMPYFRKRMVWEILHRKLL
#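 Assay system: hSENP1 catalytic domain, recombinant. Amount: SENP1 enzyme, 20 pM final. Schedule: 50 min reaction, RT, dark. Technique: FRET, CFP and YFP emission. Control set: no-enzyme wells low, DMSO-plus-enzyme wells high control.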
# SENP8 inh: human SENP8 protease inhibitors, primary screen, biochemical, fluorescence, Nedd8 protein substrate, uHTS; Sentrin-specific protease 8 (Homo sapiens), Q96LD8; recombinant SENP8; inhibition, % at 20 µM; 360,000 compounds, 0.64% hits; AID 602440, 2012; in the data active = inhibition mostly above about 40%, no sharp cut-off; inactive = mostly below about 27%
# Target sequence (Q96LD8 whole entry, looked up): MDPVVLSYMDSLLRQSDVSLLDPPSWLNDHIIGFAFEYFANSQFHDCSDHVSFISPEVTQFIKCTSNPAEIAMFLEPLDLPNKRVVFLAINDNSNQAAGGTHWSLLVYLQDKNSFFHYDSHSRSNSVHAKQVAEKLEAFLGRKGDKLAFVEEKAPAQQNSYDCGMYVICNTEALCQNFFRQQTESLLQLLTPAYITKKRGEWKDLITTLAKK
# An asterisk follows results filed as active; i = inactive. This is a subset; the hit share may differ from the screen's.
SMILES,SENP1 inh,SENP8 inh
CCOC(=O)C1(C)CCCN(C(=O)c2ccc(F)cc2Cl)C1 (stereo not drawn),0,12
Cc1cccc(COC[C@H](Cc2ccccc2)N2CCN(C(=O)c3ccc(Cl)c(Cl)c3)CCC2=O)c1,1,15
CCOC(=O)N(C)c1c(CC)nc2c(OCc3cccc(Cl)c3)cccn12,0,-8
COCCCNC(=O)c1cc(Cc2ccccc2)sc1N,-10,-118
Cc1ccc(NC(=O)C2(C)CCN2C(=O)C2(c3ccc(Cl)cc3)CC2)cc1 (stereo not drawn),-1,10
Cc1ccccc1Cn1c(C)c(C(=O)NCCC#N)sc1=O,2,11
CCCCNC(=O)C[C@@H]1C[C@@]2(C(=O)OC)CCCCC=C2N(CCC2=CCCCC2)C1=O,-1,5
CCc1nc2c(OCc3ccc(C(=O)OC)cc3)cccn2c1N(C)C(=O)c1ccc(OC)cc1,2,14
Cc1ccc(CN2CCC2(C)C(=O)NC2CCc3ccccc32)cc1 (stereo not drawn),2,24
C=CCn1c(C(C)n2c(-c3cnccn3)nc3ccccc32)nc2ccccc21 (stereo not drawn),4,-369
CC1(C(=O)NS(=O)(=O)c2ccc(Cl)cc2)CCN1C(=O)C1(c2ccc(Cl)cc2)CCC1 (stereo not drawn),0,8
CC1(C(=O)NS(=O)(=O)Cc2cccc(Cl)c2)CCN1C(=O)CC1CCCC1 (stereo not drawn),2,7
CC1(C(=O)NS(=O)(=O)c2ccccc2)CCN1C(=O)C1(c2ccc(Cl)cc2)CC1 (stereo not drawn),1,14
Cc1ccccc1NC(=O)Nc1nnc([C@@H]2C[C@H](O)[C@@H](CO)O2)s1,1,20
CS(=O)(=O)c1ccc(Nc2nc(C(N)Cc3ccc(C(F)(F)F)cc3)cs2)cc1 (stereo not drawn),-3,-159
C=CCCC(=O)N1C[C@H]2CON(C)[C@H]2C[C@H]1c1ccc(-n2ccnc2)cc1,3,15
COc1ccc(CCN2C(=O)COc3ccccc3C2C(=O)NCc2ccccc2)cc1OC (stereo not drawn),4,9
Nc1ccn([C@@H]2O[C@H](C(=O)N[C@H](COC=O)Cc3ccccc3)[C@@H](O)[C@H]2O)c(=O)n1,4,16
CCOc1ccc(Cl)cc1-c1cc(C(=O)Nc2ccc(F)cc2)[nH]n1,-1,15
COc1ccccc1CNc1nc2cc(-c3ccc(OC)c(OC)c3)sc2c(=O)n1C,-11,-236
Cc1c(C(=O)N(C)Cc2ccc(F)cc2)sc(=O)n1Cc1ccccc1C#N,-2,2
CCc1nc2c(OCc3ccccc3C)cccn2c1N(C)C(=O)c1ccco1,-1,12
OC(c1ccc(Cl)c(Cl)c1)c1ncc(-c2ccccc2C(F)(F)F)[nH]1 (stereo not drawn),-2,12
CCc1ccc2c(c1)NC(=O)C2(C)Cc1ccccc1OC (stereo not drawn),2,16
COC(=O)[C@@]12C[C@@H](CC(=O)NCCCN3CCCC3=O)C(=O)N(Cc3ccc4c(c3)OCO4)C1=CCC(C)(C)C2,5,22
SMILES,SENP1 inh,SENP8 inh
Cc1cc(C)c2cc(C#N)c(NCCNC(=O)c3cccnc3)nc2c1,-135,-388
Fc1ccc(Nc2nnc(-c3ccncc3)s2)cc1Cl,2,i
Nc1nc(Cl)nc2c1ncn2C1OC(CO)C(O)C1O (stereo not drawn),-1,5
CCc1ccc([C@@H]2CC(=O)[C@@H]3CN(S(=O)(=O)c4ccccc4)[C@H](c4ccc(OC)cc4)C[C@@H]3N2S(=O)(=O)c2ccc(C)cc2)cc1,-1,8
O=C(NCc1cccnc1)c1cc(C2CCCN(C(=O)c3ccc4c(c3)CCO4)C2)on1 (stereo not drawn),0,5
CC(C)NC(=O)c1csc([C@@H]2O[C@H](CO)[C@H](O)[C@H](O)[C@H]2O)n1,1,18
O=S1(=O)C=C[C@@H](COCc2ccccc2)N1Cc1ccc(Br)cc1,3,21
COc1ccc(C2=Nc3ccccc3NC(=O)C2N(C(=O)c2cc3ccccc3[nH]2)c2ccccc2)cc1 (stereo not drawn),-12,-253
CC(=O)NCC1(c2ccccc2)CCN(CC2COc3ccccc3O2)CC1 (stereo not drawn),-1,7
CCCS(=O)(=O)NC(=O)C1(C)CCN(C(=O)c2cccnc2Oc2ccccc2)C1 (stereo not drawn),2,6
CC(C)(C)c1ccc(CC(=O)N2CCC2(C)C(=O)N2CCCCC2)cc1 (stereo not drawn),1,9
CCCN(C)C1CN(Cc2cn(CCCC(=O)OC)nn2)S(=O)(=O)C1 (stereo not drawn),-1,3
COC(=O)[C@@]12C[C@@H](CC(=O)N3CCCC3)C(=O)N(Cc3cccc4ccccc34)C1=CCC(C)(C)C2,-47,14
CS(=O)(=O)c1ccc(C(=O)OCC(=O)N2CCOCC2)cc1[N+](=O)[O-],2,13
O=C(NCCC1=CCCCC1)c1[nH]c(C(F)(F)F)nc1-c1ccccc1,3,30
Cc1ccc(S(=O)(=O)N2C[C@H]3C(=O)C[C@@H](c4cccc(C)c4)N(S(=O)(=O)c4ccc(C)cc4)[C@H]3C[C@H]2c2ccccc2)cc1,2,14
CCNC(=O)C1(C)CCN(Cc2ccc(-c3ccccc3)cc2)C1 (stereo not drawn),1,9
CCOC(=O)[C@]12CCC=C1N(CCC1=CCCCC1)C(=O)[C@H](CC(=O)N1CCOCC1)C2,1,23
CCc1nc2c(OCc3ccc4c(c3)OCO4)cccn2c1N(C=O)Cc1ccccc1,-11,-6
CCC(CO)Nc1ccn2nc(-c3ccccc3)cc2n1 (stereo not drawn),-1,i
O=C1C=CC(c2c[nH]c3ccccc23)CC1 (stereo not drawn),-3,0
O=S1(=O)CC(N2CCC(c3ccccc3)CC2)CN1Cc1ccccc1 (stereo not drawn),1,9
COc1ccc(CNC(=O)/C=C/[C@H]2O[C@@H](n3ccc(=O)[nH]c3=O)[C@H](O)[C@@H]2O)cc1,1,26
O=C(Nc1ccc(Cl)cc1)c1csc([C@@H]2C[C@H](O)[C@@H](CO)O2)n1,2,4
COC(=O)[C@]12CCCCC=C1N(Cc1cccc3ccccc13)C(=O)[C@H](CC(=O)NCc1ccccc1)C2,1,9
SMILES,SENP1 inh,SENP8 inh
O=C(Nc1cccc(F)c1)Nc1nnc([C@@H]2C[C@H](O)[C@@H](CO)O2)s1,1,-3
COc1ccc(OC)c(C=C2CCc3ccccc3C2=O)c1,11,-15
Cc1ccccc1CN1C(=O)c2ccccc2C1c1nnnn1Cc1ccccc1 (stereo not drawn),2,13
O=C(NCc1ccccc1)c1cc(C2CCCN(C(=O)c3cccs3)C2)on1 (stereo not drawn),-2,9
CC1(C(=O)NS(=O)(=O)c2ccc(Cl)s2)CCN1C(=O)Cc1ccc(-c2ccccc2)cc1 (stereo not drawn),1,10
COc1cccc(C(C)(O)c2nc(-c3cccc(F)c3)cs2)c1 (stereo not drawn),0,1
COc1ccc(NC(=O)c2cc(C3CCCCN3S(=O)(=O)c3c(C)noc3C)on2)c(C)c1 (stereo not drawn),3,15
CC1(C(=O)NCc2ccco2)Cc2c(-c3cccc(C(F)(F)F)c3)ccnc2O1 (stereo not drawn),0,-1
CCOC(=O)C1=CCN(S(=O)(=O)c2ccc(F)cc2)C1c1ccccc1 (stereo not drawn),0,23
COc1ccc(NC(=O)C2(C)Cc3c(-c4ccc(NC(C)=O)cc4)ccnc3O2)cn1 (stereo not drawn),1,11
CC1(C(=O)NS(=O)(=O)c2ccccc2Cl)CCN1C(=O)CCc1cccs1 (stereo not drawn),1,8
CC(=O)Nc1cccc(-c2ccnc3c2CC(C(=O)NCc2cccs2)O3)c1 (stereo not drawn),-3,23
CCCS(=O)(=O)NC(=O)C1(C)CCCN(C(=O)c2ccc(C#N)cc2)C1 (stereo not drawn),5,10
CC(C)CNc1ncnc2c1ncn2[C@H]1CN(Cc2ccc3c(c2)OCO3)C[C@@H](CO)O1,3,32
COc1ccc(CN2C[C@@H](CO)O[C@@H](n3cnc4c(NCc5ccncc5)ncnc43)C2)cc1,2,7
C[C@@H]1CCCCO[C@@H](CN(C)C(=O)CCCN(C)C)[C@@H](C)CN([C@H](C)CO)C(=O)c2cc(N(C)C)ccc2O1,-1,-12
CC(C)C[C@H]1CNC(=O)C(=O)N1C[C@H](Cc1ccc(O)cc1)NC(=O)Cc1ccccc1,-2,3
COc1ccc(NC(=O)C(c2ccccc2)n2c(=O)c(-c3cc4ccccc4[nH]3)nc3ccccc32)cc1 (stereo not drawn),-17,-420
CC1(C(=O)NS(=O)(=O)c2ccccc2Cl)CCN1C(=O)C/C=C/c1ccccc1 (stereo not drawn),-2,10
CCOC(=O)CC1(C)c2nc(NC(C)=O)sc2Cc2sc(NC(C)=O)nc21,-21,-406
CCNC(=O)C1(C)CCN(C(=O)c2cccc(C(F)(F)F)c2)C1 (stereo not drawn),2,0
COc1ccc(C(=O)N2CCCC(c3cc(C(=O)NCc4ccc(F)cc4)no3)C2)cc1 (stereo not drawn),3,6
CCCN(C)C1CN(Cc2cn(CCCOC)nn2)S(=O)(=O)C1 (stereo not drawn),1,9
CCCCNC(=O)c1nc(C2CCN(S(=O)(=O)c3ccc(F)c(F)c3)CC2)oc1-c1ccccc1,1,7
CCCc1c(-c2ccc(Cl)cc2)ncn1Cc1ccccc1OC,2,13

# An excerpt of these results, as labelled records.
CC1(C(=O)NS(=O)(=O)c2ccc(Cl)cc2)CCN1C(=O)C1(c2ccc(Cl)cc2)CCC1 (stereo not drawn)
  SENP1 inh = 0	SENP8 inh = 8
COc1ccc(CCN2C(=O)COc3ccccc3C2C(=O)NCc2ccccc2)cc1OC (stereo not drawn)
  SENP1 inh = 4	SENP8 inh = 9

# 21 compounds already listed, arranged by molar mass, lowest first:
SMILES,SENP1 inh,SENP8 inh
CCC(CO)Nc1ccn2nc(-c3ccccc3)cc2n1 (stereo not drawn),-1,i
Nc1nc(Cl)nc2c1ncn2C1OC(CO)C(O)C1O (stereo not drawn),-1,5
Cc1ccccc1Cn1c(C)c(C(=O)NCCC#N)sc1=O,2,11
CCNC(=O)C1(C)CCN(Cc2ccc(-c3ccccc3)cc2)C1 (stereo not drawn),1,9
CCNC(=O)C1(C)CCN(C(=O)c2cccc(C(F)(F)F)c2)C1 (stereo not drawn),2,0
COc1cccc(C(C)(O)c2nc(-c3cccc(F)c3)cs2)c1 (stereo not drawn),0,1
Cc1ccccc1NC(=O)Nc1nnc([C@@H]2C[C@H](O)[C@@H](CO)O2)s1,1,20
O=C(Nc1cccc(F)c1)Nc1nnc([C@@H]2C[C@H](O)[C@@H](CO)O2)s1,1,-3
CCOc1ccc(Cl)cc1-c1cc(C(=O)Nc2ccc(F)cc2)[nH]n1,-1,15
O=S1(=O)CC(N2CCC(c3ccccc3)CC2)CN1Cc1ccccc1 (stereo not drawn),1,9
CS(=O)(=O)c1ccc(C(=O)OCC(=O)N2CCOCC2)cc1[N+](=O)[O-],2,13
CCc1nc2c(OCc3ccccc3C)cccn2c1N(C)C(=O)c1ccco1,-1,12
O=C(NCc1ccccc1)c1cc(C2CCCN(C(=O)c3cccs3)C2)on1 (stereo not drawn),-2,9
CC1(C(=O)NS(=O)(=O)Cc2cccc(Cl)c2)CCN1C(=O)CC1CCCC1 (stereo not drawn),2,7
Nc1ccn([C@@H]2O[C@H](C(=O)N[C@H](COC=O)Cc3ccccc3)[C@@H](O)[C@H]2O)c(=O)n1,4,16
CCc1nc2c(OCc3ccc4c(c3)OCO4)cccn2c1N(C=O)Cc1ccccc1,-11,-6
CC(C)C[C@H]1CNC(=O)C(=O)N1C[C@H](Cc1ccc(O)cc1)NC(=O)Cc1ccccc1,-2,3
COc1ccc(CCN2C(=O)COc3ccccc3C2C(=O)NCc2ccccc2)cc1OC (stereo not drawn),4,9
CC1(C(=O)NS(=O)(=O)c2ccc(Cl)s2)CCN1C(=O)Cc1ccc(-c2ccccc2)cc1 (stereo not drawn),1,10
COc1ccc(C2=Nc3ccccc3NC(=O)C2N(C(=O)c2cc3ccccc3[nH]2)c2ccccc2)cc1 (stereo not drawn),-12,-253
COC(=O)[C@]12CCCCC=C1N(Cc1cccc3ccccc13)C(=O)[C@H](CC(=O)NCc1ccccc1)C2,1,9

# The list goes on:
SMILES,SENP1 inh,SENP8 inh
CC1(C(=O)Nc2ccc(Cl)cc2)Cc2c(-c3ccc4c(c3)OCO4)ccnc2O1 (stereo not drawn),-1,-66
COC[C@@H]1CCCN1c1ccc2c(c1)O[C@H](COCc1ccccc1)CN([C@H](C)c1ccccc1)S2(=O)=O,-2,3
N#Cc1ccccc1S(=O)(=O)NC(=O)[C@H]1O[C@@H](n2cnc3c(N)ncnc32)[C@H](O)[C@@H]1O,0,26
CCCS(=O)(=O)NC(=O)C1(C)CCCN(C(=O)c2c(-c3ccccc3)noc2C)C1 (stereo not drawn),1,16
COc1ccccc1-c1csc(C(C)(O)c2cccc(F)c2)n1 (stereo not drawn),2,7
NC(c1ccc(F)c(F)c1)c1nc(-c2ccc3ccccc3c2)cs1 (stereo not drawn),1,0
CSCC[C@@H](CO)NC(=O)[C@H]1O[C@@H](n2ccc(N)nc2=O)[C@H](O)[C@@H]1O,1,16
COc1ccc(CCC(=O)Nc2c(-c3ccc(N(C)C)cc3)[nH][nH]c2=O)cc1,1,-358
COc1ccc(S(=O)(=O)N2CCC[C@H]2C(=O)N2CCC[C@H]2C(=O)NCc2ccc(F)cc2F)cc1C,1,19
O=C(NCC(F)(F)F)c1cc2c(c(-c3cccc(-c4ccccc4F)c3)n1)[C@@H](CCO)N(C(=O)CC1CC1)C2,-1,14
COc1ccc(NC(=O)C(C2CC2)n2c(=O)c(-c3ccco3)nc3ccccc32)cc1 (stereo not drawn),-12,-244
NC(Cc1ccc(Cl)cc1)c1csc(Nc2ccc(S(N)(=O)=O)cc2)n1 (stereo not drawn),-2,-41
COc1ccc(-c2nc3c4ccccc4ccn3c2Cc2cccc(Cl)c2)cc1OC,-61,-352
CC1(C(=O)NS(=O)(=O)c2cccs2)CCN1C(=O)C1(c2ccc(Cl)cc2)CCC1 (stereo not drawn),1,7
CCCNC(=O)C1(C)CCCN(C(=O)c2ccccc2OC)C1 (stereo not drawn),-1,10

# Bioassay records from PubChem.
